EBV gp42 block – Epstein-Barr virus gp42 inhibitors, primary screen, biochemical, uHTS, fluorescence polarization. actives 0.42% (n = 220,000). AID 1085, 2008. inhibition, % (tested at 21.74 µM). Fluorescence polarization binding assay, mP read-out. Glycoprotein 42 (Epstein-Barr virus (strain AG876)), Q1HVG2; in the data active = inhibition above about 50%
Target sequence (Q1HVG2 whole entry, looked up): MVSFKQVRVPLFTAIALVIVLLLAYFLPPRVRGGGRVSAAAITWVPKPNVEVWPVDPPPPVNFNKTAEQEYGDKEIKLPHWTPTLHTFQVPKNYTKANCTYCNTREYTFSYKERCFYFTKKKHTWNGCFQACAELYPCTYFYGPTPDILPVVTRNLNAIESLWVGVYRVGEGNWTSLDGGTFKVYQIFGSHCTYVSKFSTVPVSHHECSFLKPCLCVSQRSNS
Mdm2 ligase inh – MDM2-luciferase reporter signal enhancers, primary screen, MDM2 E3 ligase inhibitor project, cell-based, luminescence, 1536-well | E3 ubiquitin-protein ligase Mdm2 (Homo sapiens), Q00987 | cell-based MDM2 ubiquitination luciferase reporter, 2 h; 0 = plate control, 100 = twice control, blank-subtracted | signal enhancement, % at 5 µM | actives 0.11% (n = 210,000) | AID 1230, 2008;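 active = signal enhancement of 30% or more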;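 also: luminescence tracks abundance of the self-degrading MDM2-luciferase fusion protein; higher signal means inhibition of MDM2 E3 ligase activity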
Target sequence (Q00987 whole entry, looked up, the tested form may be a part): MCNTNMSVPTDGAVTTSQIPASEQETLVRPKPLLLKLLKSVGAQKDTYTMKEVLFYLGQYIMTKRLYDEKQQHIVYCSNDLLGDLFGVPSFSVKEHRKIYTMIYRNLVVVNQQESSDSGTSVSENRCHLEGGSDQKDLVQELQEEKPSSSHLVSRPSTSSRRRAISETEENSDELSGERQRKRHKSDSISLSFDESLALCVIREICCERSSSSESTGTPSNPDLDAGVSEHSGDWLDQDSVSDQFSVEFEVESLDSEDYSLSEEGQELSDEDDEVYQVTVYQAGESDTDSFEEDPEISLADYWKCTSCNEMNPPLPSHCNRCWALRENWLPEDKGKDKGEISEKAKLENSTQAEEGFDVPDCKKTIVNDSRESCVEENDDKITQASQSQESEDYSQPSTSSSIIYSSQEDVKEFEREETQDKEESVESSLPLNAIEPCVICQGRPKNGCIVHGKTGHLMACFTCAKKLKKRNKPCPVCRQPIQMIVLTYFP
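Test system: stable mammalian line carrying autodegrading MDM2–luciferase fusion reporter; quantity: 2000 cells in each well; times: 4 h cell settling then 2 h compound exposure, 37 °C; detection: luminescence with SteadyLite reagent, 15 min at room temperature; evaluation: percent signal gain over controls, blank-subtracted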
TRPML3 ag – human TRPML3 channel agonists, primary screen, cell-based, HEK293 TRPML3-YFP, Fluo-8 calcium fluorescence, 3 µM. AID 1448, 2008. activation, % at 3 µM. actives 0.29% (n = 220,000). 100% = the carbachol control signal. Mucolipin-3 (Homo sapiens), Q8TDD5;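 active = activation above its plate's cutoff, the mean activation of the plate's test wells plus 3 SD, cut at about 12% in these data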;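 also: 0% = DMSO only wells and 100% = carbachol wells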
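Test system: TRPML3-YFP stable HEK293 cells. Doses: single point at 3 µM. Incubation: dye loading 1 h 37 °C then 30 min ambient, 125 s read. Signal: Fluo-8 calcium dye fluorescence, ex 470-495, em 515-575 nm. Measure: percent activation from peak-to-basal fluorescence ratio, scaled between DMSO and carbachol.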
Runt-SMMHC FRET – inhibitors of RUNX1 Runt–CBFb-SMMHC binding, primary screen, biochemical, FRET, Cerulean-Runt, Venus-CBFb-SMMHC, uHTS; Cerulean-Runt/Venus-CBFb-SMMHC FRET ratio 530/480, 1 h; actives 0.74% (n = 220,000); AID 1434, 2008; inhibition, % at 20 µM; Runt-related transcription factor 1 (Homo sapiens) + Core-binding factor subunit beta …;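 active = mean inhibition across duplicate retests at 20 µM reaching about 50%, limit read from the data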;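 also: 0% = DMSO wells and 100% = wells with excess untagged CBFb-SMMHC; inhibitors lower the FRET ratio by blocking Runt binding to CBFb-SMMHC; some results filed as inactive read as strong as hits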
NCF1 inh – p47phox/p22phox peptide binding inhibitors, primary screen, biochemical, uHTS, NADPH oxidase regulatory subunit | fluorescence polarization, 2 h | Neutrophil cytosol factor 1 (Homo sapiens), P14598 | actives 0.53% (n = 220,000) | AID 1274, 2008 | inhibition, % at 24.7 µM;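 active = inhibition above about 30%, limit read from the data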;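 also: 0% = p47phox with labelled peptide and 100% = labelled peptide alone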
Target sequence (P14598 whole entry, looked up): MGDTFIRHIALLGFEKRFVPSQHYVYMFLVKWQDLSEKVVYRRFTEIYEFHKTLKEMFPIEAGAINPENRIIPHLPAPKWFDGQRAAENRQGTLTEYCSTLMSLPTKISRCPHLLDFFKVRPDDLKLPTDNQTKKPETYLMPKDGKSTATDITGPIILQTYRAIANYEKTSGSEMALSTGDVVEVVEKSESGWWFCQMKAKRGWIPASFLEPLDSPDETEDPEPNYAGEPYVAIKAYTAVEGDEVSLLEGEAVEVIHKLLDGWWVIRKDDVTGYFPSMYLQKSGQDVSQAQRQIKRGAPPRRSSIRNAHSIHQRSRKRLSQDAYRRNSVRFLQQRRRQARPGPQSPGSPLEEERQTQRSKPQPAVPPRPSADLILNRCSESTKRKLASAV
TNF necrop inh – inhibitors of TNF-alpha triggered necroptosis, primary screen, cell-based, Jurkat FADD-/-, single concentration; Jurkat FADD-/- TNF necroptosis rescue, ATP luminescence, 24 h; 0 = TNF only, 100 = no-TNF cells; activation (protection from cell death), % at 10 µM; actives 0.068% (n = 220,000); AID 463075, 2010;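 active = activation, meaning protection from cell death, of at least 50% relative to plate controls; inactive = activation below 50%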;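 also: necroptosis triggered by 40 ng/mL TNF-alpha added together with compound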
PPC-1+TRAIL kill – compounds killing PPC-1 cancer cells with TRAIL present, primary screen, TRAIL potentiator project, ATPLite luminescence, uHTS; AID 1443, 2008; actives 0.41% (n = 220,000); PPC-1 cells + TRAIL, ATPLite viability luminescence; cell killing (% activity), % at 4 µM;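 active = cell killing above 50% in the first pass at 4 µM, then a duplicate retest at 5 µM averaging 50% or more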;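 also: plate controls were cells with TRAIL plus DMSO for no effect and medium-only wells lacking cells for full effect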
zfTRPN1 agonist – zebrafish TRPN1 channel agonists, primary screen, cell-based, HEK293, calcium fluorescence; transient receptor potential cation channel N1 (TRPN1/NompC), Danio rerio; HEK293 zebrafish TRPN1-YFP, Fluo-8 calcium fluorescence; 100% = response to 87 µM carbachol; activation, % at 3 µM; actives 0.18% (n = 220,000); AID 1424, 2008;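 active = activation above its plate's cutoff, the mean activation of test wells on that plate plus 3 SD, cut at about 19% in these data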;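 also: 0% = DMSO alone and 100% = 87 µM carbachol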
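Material: zebrafish TRPN1-YFP in HEK293 cells; Doses: single test compound dose, 3 µM nominal, 0.3% DMSO; Timing: dye loading 1 h at 37 °C, then 30 min room temperature; Technique: intracellular calcium fluorescence with Fluo-8; Benchmarks: high carbachol 87 µM, low DMSO alone.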
CHOP inh – inhibitors of CHOP promoter induction, primary screen, cell-based, unfolded protein response, luciferase reporter; CHO-K1 CHOP-promoter luciferase, tunicamycin-induced, 15-18 h; inhibition, % at 10 µM; actives 3.8% (n = 220,000);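 active = compounds that reduced the stress-induced luciferase reporter signal by more than about 70% of percent inhibition, limit read from the data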;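 also: 0% = tunicamycin plus vehicle and 100% = wells without tunicamycin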
Active calls of the source: *. The order is random; overall some 5.9% were active at least once.

How did Cc1cccc(C(=O)N/N=C/c2ccc3c(c2)OCO3)n1 do in these assays?
EBV gp42 block: 11; Mdm2 ligase inh: -5; TRPML3 ag: 0.0; Runt-SMMHC FRET: 1; NCF1 inh: 2; TNF necrop inh: -1.5; PPC-1+TRAIL kill: -4; zfTRPN1 agonist: 0.0; CHOP inh: -12

What do the screens show for `COc1ccc2c(=O)cc(-c3cccnc3)oc2c1OC`?
EBV gp42 block: -4; TRPML3 ag: 0.6; Runt-SMMHC FRET: 0; NCF1 inh: -8; TNF necrop inh: 0.0; PPC-1+TRAIL kill: 0; zfTRPN1 agonist: 2.4; CHOP inh: -4

Results for CC1CC(C)CN(Cc2nc(N)nc(Nc3ccccc3)n2)C1 (centres undefined) ?
EBV gp42 block: -15; Mdm2 ligase inh: -6; TRPML3 ag: 1.3; Runt-SMMHC FRET: -2; NCF1 inh: -6; TNF necrop inh: -0.3; PPC-1+TRAIL kill: -4; zfTRPN1 agonist: 0.3; CHOP inh: -18

How did COCC(=O)Nc1nc2ccc(S(C)(=O)=O)cc2s1 do in these assays?
EBV gp42 block: -15; Mdm2 ligase inh: -7; TRPML3 ag: 0.3; Runt-SMMHC FRET: 0; NCF1 inh: -10; TNF necrop inh: 0.1; PPC-1+TRAIL kill: 10; zfTRPN1 agonist: 0.3; CHOP inh: -24

How did CN(C)c1cccc2c1c(NC(=O)c1ccc(F)cc1)nn2C do in these assays?
EBV gp42 block: -6; Mdm2 ligase inh: 1; TRPML3 ag: 0.4; Runt-SMMHC FRET: 5; NCF1 inh: -14; TNF necrop inh: -0.2; PPC-1+TRAIL kill: -2; zfTRPN1 agonist: -0.5; CHOP inh: -2

How did CCOC(=O)/C(=C/C=C1\Sc2cc(OCC)c(OCC)cc2N1CC)C(C)=O do in these assays?
EBV gp42 block: -295; Mdm2 ligase inh: 17; TRPML3 ag: 30*; Runt-SMMHC FRET: -67; NCF1 inh: -163; TNF necrop inh: -0.1; PPC-1+TRAIL kill: 10; zfTRPN1 agonist: 46*; CHOP inh: -1

Results for O=C(OCCC1Oc2cccnc2NC1=O)c1ccc(F)cc1 (centres undefined) ?
EBV gp42 block: -15; Mdm2 ligase inh: -5; TRPML3 ag: 1.0; Runt-SMMHC FRET: -1; NCF1 inh: -7; TNF necrop inh: 0.5; PPC-1+TRAIL kill: -5; zfTRPN1 agonist: 1.4; CHOP inh: 17

How did CC(=O)C1=C(C)N(Cc2ccco2)C(=O)C1(NC(=O)C1CCCCC1)C(F)(F)F (centres undefined) do in these assays?
EBV gp42 block: -20; Mdm2 ligase inh: -4; TRPML3 ag: 0.6; Runt-SMMHC FRET: -2; NCF1 inh: -12; TNF necrop inh: -1.5; PPC-1+TRAIL kill: -5; zfTRPN1 agonist: -0.4; CHOP inh: 14

Results for CCN1CCN(CCn2c(=S)[nH]c3cc4c(cc3c2=O)OCO4)CC1 ?
EBV gp42 block: -12; Mdm2 ligase inh: -9; TRPML3 ag: 0.6; Runt-SMMHC FRET: 0; NCF1 inh: -4; TNF necrop inh: 0.7; PPC-1+TRAIL kill: 16; zfTRPN1 agonist: -1.0; CHOP inh: 24

What do the screens show for `Cc1cc(/N=C/C=C2\N(C)c3ccccc3C2(C)C)n(CCC#N)n1`?
EBV gp42 block: -11; Mdm2 ligase inh: -22; TRPML3 ag: 0.4; Runt-SMMHC FRET: 11; NCF1 inh: -26; TNF necrop inh: -9.5; PPC-1+TRAIL kill: 11; zfTRPN1 agonist: 0.2; CHOP inh: 54

Results for COC(=O)c1ccccc1NC(=O)CSc1nnc(-c2cccnc2)n1C ?
EBV gp42 block: -10; Mdm2 ligase inh: -9; TRPML3 ag: 0.1; Runt-SMMHC FRET: 2; NCF1 inh: -6; TNF necrop inh: -1.1; PPC-1+TRAIL kill: 27; zfTRPN1 agonist: 0.1; CHOP inh: -7

Results for Cc1c(Br)c([N+](=O)[O-])nn1CC(=O)NCCc1ccc(Cl)cc1 ?
EBV gp42 block: 3; TRPML3 ag: 0.1; Runt-SMMHC FRET: -1; NCF1 inh: 6; TNF necrop inh: 0.2; PPC-1+TRAIL kill: -4; zfTRPN1 agonist: 1.0; CHOP inh: -15

How did COc1ccc2[nH]cc(C=O)c2c1 do in these assays?
EBV gp42 block: -16; Mdm2 ligase inh: -9; TRPML3 ag: 0.6; Runt-SMMHC FRET: 0; NCF1 inh: -4; TNF necrop inh: -2.2; PPC-1+TRAIL kill: 8; zfTRPN1 agonist: -0.3; CHOP inh: 10

Results for CC(C)(C)c1nnc2sc(SC/C(O)=C(\C#N)c3nc4ccccc4[nH]3)nn2c1=O ?
EBV gp42 block: -6; Mdm2 ligase inh: -8; TRPML3 ag: 0.6; Runt-SMMHC FRET: -3; NCF1 inh: -37; TNF necrop inh: -1.9; PPC-1+TRAIL kill: 32; zfTRPN1 agonist: 1.5; CHOP inh: -16

How did CCN(CC)c1ccc(/C=N/n2nnnc2N)c(O)c1 do in these assays?
EBV gp42 block: -9; Mdm2 ligase inh: -6; TRPML3 ag: 0.6; Runt-SMMHC FRET: 19; NCF1 inh: -30; TNF necrop inh: -6.4; PPC-1+TRAIL kill: 14; zfTRPN1 agonist: 0.4; CHOP inh: -24

What do the screens show for `CNc1nc(N)c(C(=O)Nc2cc(C)on2)s1`?
EBV gp42 block: -12; Mdm2 ligase inh: -24; TRPML3 ag: 0.1; Runt-SMMHC FRET: -4; NCF1 inh: -17; TNF necrop inh: 2.5; PPC-1+TRAIL kill: -11; zfTRPN1 agonist: 0.3; CHOP inh: -10

How did O=C(Nc1cccc(Cl)c1)OCCN1CCN(Cc2ccccc2)CCC1=O do in these assays?
EBV gp42 block: -9; TRPML3 ag: 0.8; Runt-SMMHC FRET: -1; NCF1 inh: -5; TNF necrop inh: 0.7; PPC-1+TRAIL kill: 4; zfTRPN1 agonist: 2.5; CHOP inh: 8

Results for O=C(CSc1nc2cc(Cl)ccc2s1)c1ccco1 ?
EBV gp42 block: -7; Mdm2 ligase inh: -25; TRPML3 ag: -0.1; Runt-SMMHC FRET: 5; NCF1 inh: -191; TNF necrop inh: 0.0; PPC-1+TRAIL kill: 8; zfTRPN1 agonist: -0.6; CHOP inh: 32

How did COC(=O)c1cc([N+](=O)[O-])ccc1N1CCN(Cc2ccccc2)CC1 do in these assays?
EBV gp42 block: -25; Mdm2 ligase inh: -14; TRPML3 ag: 0.2; Runt-SMMHC FRET: -1; NCF1 inh: -4; TNF necrop inh: -0.1; PPC-1+TRAIL kill: 19; zfTRPN1 agonist: 0.4; CHOP inh: 24

Results for CCNCCC(=O)N1c2ccccc2Sc2ccc(NC(=O)OCC)cc21 ?
EBV gp42 block: -12; Mdm2 ligase inh: -6; TRPML3 ag: 1.0; Runt-SMMHC FRET: 3; NCF1 inh: -11; TNF necrop inh: 2.1; PPC-1+TRAIL kill: 31; zfTRPN1 agonist: 2.7; CHOP inh: 10

How did COc1cc2cnncc2cc1OC do in these assays?
EBV gp42 block: -23; Mdm2 ligase inh: 2; TRPML3 ag: 0.1; Runt-SMMHC FRET: -2; NCF1 inh: 1; TNF necrop inh: -1.5; PPC-1+TRAIL kill: 23; zfTRPN1 agonist: -0.2; CHOP inh: 0

What do the screens show for `CCc1noc(C)c1C(=O)N1CCCC(C(=O)c2ccc(OC)c(F)c2)C1` (centres undefined)?
EBV gp42 block: -5; Mdm2 ligase inh: 0; TRPML3 ag: 0.7; Runt-SMMHC FRET: -2; NCF1 inh: 8; TNF necrop inh: 1.1; PPC-1+TRAIL kill: 32; zfTRPN1 agonist: 0.8; CHOP inh: 12

How did NS(=O)(=O)c1ccc(NC(=O)CCCC(=O)O)cc1 do in these assays?
EBV gp42 block: 5; Mdm2 ligase inh: -19; TRPML3 ag: 0.7; Runt-SMMHC FRET: 0; NCF1 inh: -5; TNF necrop inh: -0.4; PPC-1+TRAIL kill: 21; zfTRPN1 agonist: 1.3; CHOP inh: 7

Results for CC1=C(C(=O)OC(C)C)C(c2cccc(F)c2)N2C(=O)C(C)SC2=N1 (centres undefined) ?
EBV gp42 block: -12; Mdm2 ligase inh: 3; TRPML3 ag: -0.8; Runt-SMMHC FRET: -1; NCF1 inh: -15; TNF necrop inh: -0.5; PPC-1+TRAIL kill: 16; zfTRPN1 agonist: -2.5; CHOP inh: 74*

What do the screens show for `CC(C)(C)CC(=O)NC(=S)NCc1ccccc1`?
EBV gp42 block: -5; Mdm2 ligase inh: -13; TRPML3 ag: 0.0; Runt-SMMHC FRET: 3; NCF1 inh: -16; TNF necrop inh: -0.1; PPC-1+TRAIL kill: 23; zfTRPN1 agonist: -0.1; CHOP inh: -16

Results for Cc1cccc(NC(=O)N[C@@H](C)C(=O)O)c1 ?
EBV gp42 block: -9; Mdm2 ligase inh: 1; TRPML3 ag: 0.6; Runt-SMMHC FRET: -1; NCF1 inh: 1; TNF necrop inh: 1.4; PPC-1+TRAIL kill: 15; zfTRPN1 agonist: 0.4; CHOP inh: 57

What do the screens show for `COc1cc(CNCc2cccs2)ccc1OCc1cccs1`?
EBV gp42 block: -11; Mdm2 ligase inh: -17; TRPML3 ag: -0.4; Runt-SMMHC FRET: 4; NCF1 inh: -12; TNF necrop inh: -0.2; PPC-1+TRAIL kill: -9; zfTRPN1 agonist: -0.7; CHOP inh: 5

Results for O=C(NC(Cc1ccccc1)C(=O)O)c1ccc(S(=O)(=O)N2CCOCC2)cc1 (centres undefined) ?
EBV gp42 block: -7; Mdm2 ligase inh: -4; TRPML3 ag: 2.4; Runt-SMMHC FRET: -1; NCF1 inh: 4; TNF necrop inh: 0.1; PPC-1+TRAIL kill: 12; zfTRPN1 agonist: -0.1; CHOP inh: 7

What do the screens show for `CCOC(=O)c1cc(C(=O)c2cccs2)n2ccc(C(C)=O)cc12`?
EBV gp42 block: -3; Mdm2 ligase inh: -2; TRPML3 ag: 0.6; Runt-SMMHC FRET: 17; NCF1 inh: -39; TNF necrop inh: -3.5; PPC-1+TRAIL kill: 16; zfTRPN1 agonist: 0.7; CHOP inh: 39

Screening data deposited in PubChem by several laboratories.
